# Diaph inh CS: counter-screen for diaphorase-based assays: diaphorase inhibitors and chemical oxidizers | diaphorase resazurin-to-resorufin fluorescence, NADH, 16 min; bacterial (C. kluyveri) enzyme, not human | inhibition, % at 20 µM | 190,000 compounds, 0.69% hits;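 active means primary screen inhibition at 20 µM above a set limit, cut at about 50% in these data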;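 further: plate controls were DMSO with full reaction for no effect and wells lacking NADH for full effect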
#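 Benchmarks: positive control wells lacking NADH, neutral wells with DMSO only. System: bacterial diaphorase enzyme (C. kluyveri). Input: 0.14 U/mL diaphorase, enzyme working solution. Detection: resorufin fluorescence, excitation 544 nm, emission 590 nm. Times: 16-min room-temperature incubation before reading.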
# TNAP act hiacc: TNAP (human) activation, high acceptor. P05186. purified TNAP, CDP-star luminescence, 1 M DEA, 30 min; stronger effect = higher value; 0 = EDTA background, 1 = DMSO-only activity. activation factor at 20 µM. 200,000 tested, under 10 active. AID 1136;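 active means activation factor at least 2 at 20 µM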
# Target sequence (P05186 whole entry, looked up): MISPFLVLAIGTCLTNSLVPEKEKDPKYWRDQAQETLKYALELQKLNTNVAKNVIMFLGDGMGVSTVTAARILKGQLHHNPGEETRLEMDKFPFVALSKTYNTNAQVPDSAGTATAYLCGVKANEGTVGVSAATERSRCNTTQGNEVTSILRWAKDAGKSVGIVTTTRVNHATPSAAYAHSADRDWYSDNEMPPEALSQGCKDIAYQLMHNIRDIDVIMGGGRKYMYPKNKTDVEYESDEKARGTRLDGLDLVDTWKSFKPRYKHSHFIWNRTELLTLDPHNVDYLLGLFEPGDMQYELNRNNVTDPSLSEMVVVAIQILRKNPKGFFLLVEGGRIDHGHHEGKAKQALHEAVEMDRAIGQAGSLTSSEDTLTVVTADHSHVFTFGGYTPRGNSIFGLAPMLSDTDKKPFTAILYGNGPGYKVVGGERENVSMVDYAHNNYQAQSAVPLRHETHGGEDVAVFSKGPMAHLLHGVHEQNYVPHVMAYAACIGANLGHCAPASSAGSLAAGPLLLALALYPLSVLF
#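 Measured by: Luminescent substrate turnover signal | Test system: Human TNAP | Input: TNAP 1/800 final | Dosing: 20 µM single point | Schedule: 30 min, room temperature | Controls: EDTA wells as negative control, DMSO wells as positive control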
# bIAP activator: increases bovine intestinal alkaline phosphatase activity; 200,000 compounds, 0.17% hits; purified bovine IAP, CDP-star luminescence, 30 min; stronger effect = higher value; fold of DMSO-control signal, blank-subtracted; AID 1016; activation factor at 20 µM;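 active means activation factor of 2 or more at 20 µM, a signal rise over negative controls twice the positive control's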
# PMI act satM6P: increases human PMI activity with near-saturating mannose 6-phosphate; AID 1216; 190,000 compounds, 0.34% hits; coupled PMI enzyme assay, resazurin fluorescence, 20 min; stronger effect = higher value; 1 = untreated enzyme, 0 = substrate-free blank; P34949; activation factor at 20 µM;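 active means activation factor of 2 or more at 20 µM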
# Target sequence (P34949 whole entry, looked up): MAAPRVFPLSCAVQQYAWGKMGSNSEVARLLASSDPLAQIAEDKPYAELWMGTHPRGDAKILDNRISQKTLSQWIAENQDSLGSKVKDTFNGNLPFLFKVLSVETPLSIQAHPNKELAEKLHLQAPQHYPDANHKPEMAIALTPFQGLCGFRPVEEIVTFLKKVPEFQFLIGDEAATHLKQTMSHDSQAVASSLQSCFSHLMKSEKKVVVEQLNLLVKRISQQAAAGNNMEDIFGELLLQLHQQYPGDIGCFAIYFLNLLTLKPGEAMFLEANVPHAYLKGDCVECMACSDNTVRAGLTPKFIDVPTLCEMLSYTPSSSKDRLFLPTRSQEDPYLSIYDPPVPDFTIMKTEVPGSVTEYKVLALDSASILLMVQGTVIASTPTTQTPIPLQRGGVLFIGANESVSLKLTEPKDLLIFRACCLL
#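 test system = human PMI in coupled enzyme assay | medium = HEPES-buffered pH 7.4 with magnesium and detergent | also added = 1.0 mM mannose-6-phosphate substrate with 0.22 mM NADP+ | compound = 20 µM single dose | times = 20 min incubation at room temperature | measured by = resorufin fluorescence (Ex 544/Em 590 nm) from resazurin via diaphorase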
# L major viab: reduces viability of Leishmania major promastigotes. resazurin fluorescence viability. inhibition, % at 10 µM. 200,000 compounds, 9% hits; in the data active means inhibition above about 50%;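 further: promastigotes grown with compound for 44 hours at 28 °C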
# PMI activator: increases human mannose-6-phosphate isomerase activity; purified human PMI, coupled resazurin fluorescence, 20 min; stronger effect = higher value; 1 = vehicle control, 0 substrate-free wells; P34949; activation factor at 20 µM; 190,000 compounds, 0.005% hits;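 active means activation factor of 2 or more at 20 µM, relative to plate controls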
# bIAP inh: intestinal alkaline phosphatase (bovine) inhibition | inhibition, % at 20 µM | 190,000 tested, under 10 active | AID 1019 | purified bovine IAP, CDP-star luminescence, 30 min;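 active means over 50% inhibition of intestinal alkaline phosphatase at 20 µM in the single-dose screen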
#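 Assay system – bovine IAP enzyme · Quantity – bovine IAP at 1/65,000,000 final dilution · Detection – CDP-star luminescence signal · Times – 30 min reaction at room temperature · Also added – CDP-star substrate at 30 µM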
# TNAP inh no acc: inhibitors of human TNAP without phosphate acceptor; inhibition, % at 20 µM; 200,000 compounds, 0.26% hits; purified TNAP, CDP-star luminescence, 30 min;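 active means tissue-nonspecific alkaline phosphatase inhibition above about 50% at 20 µM in the single-dose screen, limit read from the data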;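 further: 0% = DMSO negative control and 100% = EDTA positive control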
# TNAP inh hiacc: blocks human TNAP under high phosphate acceptor concentration; P05186; purified TNAP, CDP-star luminescence, 1 M DEA; inhibition, % at 20 µM; 200,000 compounds, 0.03% hits; AID 1135;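 active means over 50% inhibition of tissue-nonspecific alkaline phosphatase at 20 µM in the single-dose screen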;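 further: plate controls were DMSO wells for no effect and EDTA-quenched wells as full inhibition for full effect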
# Diaphorase act: diaphorase activation or chemical reduction counter-screen | Diaphorase/resazurin coupled assay, resorufin fluorescence, 16 min; stronger effect = higher value; 1 = vehicle wells, 0 = NADH-free wells | AID 1229 | 190,000 compounds, 0.005% hits | activation factor at 20 µM;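 active means diaphorase activity raised at least twofold by the compound at 20 µM; inactive means activation factor below 2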
#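 Test system: Clostridium kluyveri diaphorase, purified enzyme. Buffer or medium: 50 mM HEPES pH 7.4 buffer plus MgCl2 and Tween 20. Also added: 0.114 mM NADH and 0.1 mM resazurin, final amounts. Dosing: compound 20 µM once, DMSO 1%. Schedule: 16 min enzyme reaction, ambient temperature. Detection: fluorescence of resorufin, 544 nm excitation, 590 nm emission.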
# Active calls of the source: *.
# Each structure is followed by: Diaph inh CS	PMI act satM6P	TNAP inh no acc	L major viab	TNAP act hiacc	bIAP inh	Diaphorase act	bIAP activator	TNAP inh hiacc	PMI activator
Cc1cn(C2CC3OCC3O2)c(=O)[nH]c1=O (configuration not stated)
    6	0.9	-8	-6	1	4	0.9	1	0	0.9
O=C1CSC(c2ccc(Cl)cc2)N1C1CCCCC1 (configuration not stated)
    5	1	-9	3	1	9	0.9	0.9	0	0.9
COc1ccc(C(=O)Nc2ccccc2C(=O)NCc2ccco2)cc1OC
    22	0.9	-14	-1	1.1	4	0.8	1	-7	0.9
N=c1sccn1CC(=O)Nc1cccc(Oc2ccccc2)c1
    7	1	-8	10	1.1	15	0.9	0.9	-5	1
COc1ccc(N2C(=O)[C@@H]3[C@H](C2=O)[C@H]2c4ccccc4C=CN2[C@@H]3C(=O)Nc2ccccc2)cc1
    11	1.7	-18	-3	1	7	0.9	0.9	0	1.5
O=C(Oc1ccccc1C(=O)N1CCOCC1)c1ccc(Br)cc1
    5	1	-8	-2	1.1	-118	0.9	2.2*	-6	1
CCC1(C)N([O-])C(C)=C(c2ccccc2)[N+]1=O (configuration not stated)
    2	1.1	8	-6	1	-1	1	1	-4	1.1
CCOc1ccc(CNc2ccc(N3CCOCC3)c(C(=O)O)c2)cc1
    11	0.9	-8	-8	1	3	0.9	1	2	0.8
CCCn1c(SCC(=O)Nc2ccccc2-c2ccccc2)nnc1-c1ccoc1C
    20	1	-14	18	1.1	-6	0.8	1.1	-6	1.1
C/C(CCc1ccc2c(c1)OCO2)=N\N=C(/N)SC1CC(=O)N(c2ccccc2F)C1=O (configuration not stated)
    0	1	-7	-5	1	-1	1	1	-5	0.9
C=CCN1CC2CC3(COc4cc(C)cc(C)c4)C=CC2(O3)C1=O (configuration not stated)
    7	1	-12	-2	1.1	3	0.9	1	-7	1
CC(C)c1cc(C(=O)OCC(=O)NC(=O)NCc2ccco2)c(O)c(C(C)C)c1
    0	0.8	-4	37	1	-7	1	1.1	-2	0.8
COC(=O)C1=C(C)N(C)C(=S)N(C)C1c1ccc(OC)cc1 (configuration not stated)
    3	1.1	-15	6	1	4	1	1	-3	1
CN1/C(=C/C2CC(=O)N(c3cccc4ccccc34)C2=O)C(C)(C)c2ccccc21 (configuration not stated)
    8	1.9	-7	1	1.1	-1	0.9	1	-7	1.6
O=C(Nc1nnc(SCc2cccc3ccccc23)s1)C1COc2ccccc2O1 (configuration not stated)
    16	1	-14	-5	1	8	0.8	0.9	-4	0.9
CC(C)Sc1snnc1-c1ccccc1
    6	1	-9	4	1	-3	0.9	1	-5	1
Cc1nc(S(=O)(=O)Cc2ccc(Cl)cc2)nc2c1CCC2
    -2	1	-3	0	1	-25	1	1.3	-1	0.9
C=CCc1ccccc1OCC(O)CN1CCN(c2ccccc2OC)CC1 (configuration not stated)
    14	0.9	-5	27	1	-10	0.9	1.1	-3	0.9
O=C(Nc1ccc(-c2nnc(-c3ccccc3)o2)cc1)C(F)(F)F
    -17	1.1	-12	3	1	7	1.2	0.9	-4	1.1
COc1ccc(CC(=O)Nc2cc(C)ccn2)cc1
    16	0.9	-16	-2	1.1	12	0.8	0.9	-8	0.9
NC(=NCCc1ccccc1)NS(=O)(=O)c1ccc2ccccc2c1
    14	1	-5	7	1	-6	0.9	1.1	-1	0.8
O=C(NCCN1Cc2ccccc2C1=O)c1cccs1
    3	1	-8	0	1	10	1	0.9	2	0.9
Cc1nn(C)c(C)c1NC(=O)CSc1nnc(C)n1-c1ccccc1
    15	0.9	-14	-6	1.1	-4	0.8	1	-6	0.9
Cc1cc(C(C)(C)C)oc1C(=O)N(CC(=O)NC1CCCC1)c1c(C)cccc1C
    13	0.9	-2	24	1	6	0.9	0.9	1	0.9
NC(=O)C1(S(=O)(=O)c2ccccc2)CCCCC1
    10	1	-9	-4	1	-4	0.9	1	-1	1
CCN(CC)c1ccc(NC(=S)NC(=O)Cc2ccccc2)cc1
    23	0.5	-10	-11	1	4	0.8	1	-1	0.9
Cc1ccc(N=Cc2ccc(N(C)C)cc2)cc1C
    9	0.9	-13	5	1	1	0.9	1	-2	1
O=c1[nH]n(-c2ccccc2)c(=O)c(Cl)c1Cl
    -3	1.2	-7	0	1	0	1	1	-4	1.1
Cc1ccccc1CNS(=O)(=O)c1ccccc1[N+](=O)[O-]
    23	1	-9	3	1.1	11	0.8	0.9	-6	1
COc1ccc(NS(=O)(=O)c2ccc(NC(=S)NC(=O)C(C)C)cc2)cc1
    20	0.9	-8	-2	1	8	0.8	0.9	-5	0.9
O=C(c1ccc2c3c(cccc13)CC2)C1CCCN(C(=O)c2ccc(=O)[nH]c2)C1 (configuration not stated)
    37	0.6	-5	-3	1	-9	0.6	1.1	-4	0.8
COc1ccccc1NC(=O)c1ccc([N+](=O)[O-])cc1[N+](=O)[O-]
    6	1	-13	85*	1	8	0.9	0.9	-4	1.2
CCCCOc1ccc(/C=C/C(=O)Nc2ccc([N+](=O)[O-])cc2C)cc1
    9	1	-5	-7	0.9	10	0.9	0.9	6	0.9
COCCCn1c(SCC(=O)Nc2ccccc2)nnc1-c1ccncc1
    14	1	-8	8	1	14	0.9	0.9	-2	1
COc1ccc(N2C(=O)CC(NC3CC3)C2=O)cc1 (configuration not stated)
    18	0.9	-8	-6	1	9	0.8	0.9	0	0.8
Cc1cc(=O)[nH]c(N2CCOCC2)n1
    10	0.9	-10	-1	1.1	3	0.9	1	-6	0.9
CCN(CC)C(=O)c1cc(-c2ccc(Br)cc2)on1
    24	0.9	-14	-6	1	16	0.8	0.8	-3	0.9
O=C(COC(=O)Cc1ccc(Cl)cc1Cl)NCCC1=CCCCC1
    21	0.9	-10	54*	1.1	15	0.8	0.8	-6	0.9
Clc1cccc(COn2c(-c3ccc(Cl)cc3Cl)nc3ncccc32)c1
    6	1	-2	100*	1	0	0.9	1	-3	1
CCN(CCNC(=O)Nc1ccc(Cl)cc1)c1ccccc1
    20	0.7	-8	96*	1	26	0.8	0.7	-2	0.8

# Random excerpt: two compounds from above
# Each structure is followed by: Diaph inh CS	PMI act satM6P	TNAP inh no acc	L major viab	TNAP act hiacc	bIAP inh	Diaphorase act	bIAP activator	TNAP inh hiacc	PMI activator
O=C(Nc1ccc(-c2nnc(-c3ccccc3)o2)cc1)C(F)(F)F
    -17	1.1	-12	3	1	7	1.2	0.9	-4	1.1
O=C1CSC(c2ccc(Cl)cc2)N1C1CCCCC1 (configuration not stated)
    5	1	-9	3	1	9	0.9	0.9	0	0.9

# Next entries follow:
# Each structure is followed by: Diaph inh CS	PMI act satM6P	TNAP inh no acc	L major viab	TNAP act hiacc	bIAP inh	Diaphorase act	bIAP activator	TNAP inh hiacc	PMI activator
O=C(COC(=O)c1ccc(NS(=O)(=O)c2cccs2)cc1)Nc1nc2c(F)c(F)c(F)cc2s1
    24	0.8	-11	-8	1	-2	0.8	1	-1	0.9
O=C(O/N=C\c1ccc(N2CCOCC2)c([N+](=O)[O-])c1)c1ccc(F)cc1
    15	0.9	0	-4	1	1	0.8	1	3	0.9
CCCCCCOC(=O)c1ccc(OC(=O)c2cccnc2)cc1
    18	0.9	-2	-4	1	7	0.8	0.9	-2	0.9
COc1cccc(-n2nnc3c(=O)n(CC(=O)N4CCCc5ccccc54)cnc32)c1
    22	1	-13	71*	1	7	0.8	0.9	-1	1
Cc1ccc(SCCC(=O)Nc2cccc(N(C)S(C)(=O)=O)c2)cc1
    13	0.9	-12	-2	1	-10	0.9	1.1	-3	1
O=C(CSc1nnc(Cn2c(=O)sc3ccccc32)n1CCc1ccccc1)N1CCCC1
    8	1.1	-8	-1	1	2	0.9	1	1	1.1
O=C(CN1CCC(NC(=O)c2cccc(F)c2)CC1)NCc1ccccc1F
    3	1	-9	2	1	0	1	1	-3	1
Clc1ccccc1-c1nnc2sc(-c3ccc(Br)o3)nn12
    10	0.9	0	9	1	13	0.9	0.9	2	0.9
NC(=O)C(=O)NN=C1C2CC3CC(C2)CC1C3
    7	0.9	-9	8	1	-6	0.9	1.1	-3	0.9
COc1ccc(C)cc1N(C(=O)c1ccccc1F)c1nc2ccccc2s1
    22	0.9	-17	12	1	-32	0.8	1.3	-2	0.9
COc1ccc(Nc2nc(C)cc(C)c2C#N)cc1OC
    19	0.6	-14	-7	1	6	0.8	0.9	-4	0.9
CC(C)OC(=O)CC1C(=O)NCCN1C(=S)NC(=O)c1ccccc1Cl (configuration not stated)
    17	1	-11	-8	1.1	7	0.8	0.9	-7	0.9
CCc1noc(C)c1C(=O)Nc1ncc(C)s1
    -1	1	0	4	1	-8	1	1.1	-4	1
COc1ccccc1NC(=S)N(CCCN(C)C)Cc1cc2cc3c(cc2[nH]c1=O)OCO3
    6	0.9	-9	-6	1.1	-3	0.9	1	-6	0.9
NC(=O)c1ccccc1NS(=O)(=O)c1cccs1
    16	0.9	-7	-4	1	5	0.8	0.9	0	0.9
Nc1ccc(-c2nc3c(Cl)cc(N)cc3[nH]2)cc1
    13	0.8	-9	12	1	2	0.9	1	1	0.8
CCOc1ccc(C(=O)N/N=C/c2ccc(SC)cc2)cc1
    5	1.1	-11	0	1	-22	0.9	1.2	-4	1
CCN(CC)C(=O)CS(=O)(=O)CC(=O)Nc1cc(OCCOC)c(Cl)cc1Cl
    3	1	-7	-3	1	1	1	1	-2	1
Cc1ccc(S(=O)(=O)N2CCCC2C(=O)NC2CCCCC2)cc1 (configuration not stated)
    12	1	-14	2	1.1	6	0.9	0.9	-7	1
Cc1ccc(C(C(=O)NCc2ccco2)N(Cc2ccco2)C(=O)CNC(=O)c2ccco2)cc1 (configuration not stated)
    6	1	-5	-5	1	-1	0.9	1	0	1
CC1C=CCC2C(=O)N(c3ccc(OC(=O)c4cccs4)cc3)C(=O)C12 (configuration not stated)
    6	0.9	1	-3	1	-4	0.9	1	-4	1
CC(C)c1cc(C(=O)NC2CCCCC2)no1
    10	1	-12	-3	1	5	0.9	1	-5	1
Cc1cccc(-n2cc(CN(C)Cc3nccn3C)c(-c3cccc(F)c3)n2)c1
    10	1	-9	47	1.1	4	0.9	1	-8	0.9

# A few values from the entries so far:
# `NC(=O)c1ccccc1NS(=O)(=O)c1cccs1` in PMI activator = 0.9
# `COc1ccccc1NC(=S)N(CCCN(C)C)Cc1cc2cc3c(cc2[nH]c1=O)OCO3` in bIAP activator = 1
# `CCCCCCOC(=O)c1ccc(OC(=O)c2cccnc2)cc1` in Diaph inh CS = 18
# `Cc1ccc(S(=O)(=O)N2CCCC2C(=O)NC2CCCCC2)cc1` (configuration not stated) in TNAP act hiacc = 1.1

# The order is random; overall some 10% were active at least once.
